# Source: PubChem BioAssay (National Center for Advancing Translational Sciences (NCATS))
# D2 antagonist: antagonists of human D2 dopamine receptor. HEK293 TREx D2 cells, calcium flux, dopamine EC80. P14416. 2% of 340,000 active. inhibition, % at 10 µM; in the data active means inhibition above about 30%; further: 0% is about no effect
# Target sequence (P14416 whole entry, looked up): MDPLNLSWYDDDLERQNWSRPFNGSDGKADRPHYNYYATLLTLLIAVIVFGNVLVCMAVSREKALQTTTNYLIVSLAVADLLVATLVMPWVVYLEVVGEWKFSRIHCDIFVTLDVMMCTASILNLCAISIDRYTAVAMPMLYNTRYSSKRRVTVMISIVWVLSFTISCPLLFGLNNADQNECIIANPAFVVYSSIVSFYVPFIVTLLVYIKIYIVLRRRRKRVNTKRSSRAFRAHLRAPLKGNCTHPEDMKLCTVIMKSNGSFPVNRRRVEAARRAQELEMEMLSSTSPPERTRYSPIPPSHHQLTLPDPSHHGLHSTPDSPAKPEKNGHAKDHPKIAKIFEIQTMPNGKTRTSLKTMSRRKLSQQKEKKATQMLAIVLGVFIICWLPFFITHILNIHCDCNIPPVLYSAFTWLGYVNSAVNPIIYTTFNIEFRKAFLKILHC
#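 Compounds are added to dye-loaded, induced HEK293 T-REx cells coupled to calcium release via D2; after a 3 min kinetic read an EC80 dopamine stimulus is given and fluorescence is recorded for 3 more min.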
# Pin1 inhibitor: blocks the human prolyl isomerase Pin1; 0.009% of 390,000 active; Q13526; Pin1 FP peptide displacement, HiFluor488, 10 min; Potency, µM (top dose mostly 115 µM), inactives show at the highest dose activity, negative = inhibition, usual class: inhibitors; active means well fitted inhibition curve with a large enough effect in the polarisation, with a control signal flat, not every such curve was filed as active; inconclusive means small, poorly fitted or top-dose-only effect, or effect the other way, or a change in a side signal; inactive means no such curve, though single readings can be large or run the other way; the % refers to the polarisation; further: potency means the concentration at half of the fitted maximal effect; on the % scale 0 is the no-effect control and ±100 the full control effect
# Target sequence (Q13526 whole entry, looked up): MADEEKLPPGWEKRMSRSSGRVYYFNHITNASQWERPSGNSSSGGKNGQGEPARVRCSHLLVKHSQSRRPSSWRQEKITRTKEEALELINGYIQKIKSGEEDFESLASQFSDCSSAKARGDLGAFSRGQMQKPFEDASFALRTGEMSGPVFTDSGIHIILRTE
# TRHR PAM: TRH receptor (human) allosteric enhancement | AID 493056 | 0.66% of 360,000 active | enhancement, % at 2 µM | TRHR cells, fluo-8 calcium fluorescence, EC20 TRH enhancement; in the data active means enhancement above about 30%; further: 0% is about no effect
#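 Enhancer read-out: after compound pinning and an initial kinetic agonist-mode read, an EC20 of TRH (10 nM final) was injected and fluo-8 calcium signal (Ex 480/Em 530) followed at 1 s/cycle for 100 cycles in TRHR-expressing cells.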
# D2 ag: D2 dopamine receptor (human) agonism. P14416. HEK293 T-REx D2 cells, calcium flux agonist mode. activation, % at 2 µM. 0.53% of 340,000 active. AID 485358;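 active means activation over 3 SD above normal in the single-dose calcium agonist read, cut at about 30% in these data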; further: 0% is about no effect
#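 Tetracycline-induced HEK293 T-REx cells with force-coupled D2 receptor, plated overnight at 30 C, loaded with no-wash calcium dye. After a 10 s baseline, compound was pin-added and calcium flux read kinetically for 180 s; calcium rises flagged agonists.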
# USP1 inh: blocks the human USP1/UAF1 deubiquitinase complex | 0.23% of 390,000 active | Potency, µM (titrated, usually from 57.1 µM), for the others: at the top dose activity change, negative = inhibition, actives largely listed as inhibitors | recombinant USP1/UAF1, Ub-Rhodamine cleavage fluorescence | AID 743255; further: potency means the concentration at half of the fitted maximal effect; on the % scale 0 is the no-effect control and ±100 the full control effect; nearly all actives have a fitted effect of over 60% in size; inactives centre near -12
#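 USP1/UAF1 complex at 1 nM was preincubated with compound for 15 min at room temperature, then Ub-Rho substrate (150nM final) was added. Fluorescence (480/540 nm) was read kinetically, 6 reads every 60 seconds.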
# IDH1 R132H inh: blocks human mutant IDH1 R132H enzyme | IDH1-R132H enzyme, NADPH consumption, diaphorase/resazurin fluorescence | 0.093% of 390,000 active | Potency, µM (top dose mostly 76.6 µM), for inactives: top-dose activity change, negative = inhibition, actives largely listed as inhibitors; further: potency means the concentration at half of the fitted maximal effect; on the % scale 0 is the no-effect control and ±100 the full control effect; nearly all actives have a fitted effect of over 65% in size
# Target sequence (O75874 whole entry R132H, stated change not applied): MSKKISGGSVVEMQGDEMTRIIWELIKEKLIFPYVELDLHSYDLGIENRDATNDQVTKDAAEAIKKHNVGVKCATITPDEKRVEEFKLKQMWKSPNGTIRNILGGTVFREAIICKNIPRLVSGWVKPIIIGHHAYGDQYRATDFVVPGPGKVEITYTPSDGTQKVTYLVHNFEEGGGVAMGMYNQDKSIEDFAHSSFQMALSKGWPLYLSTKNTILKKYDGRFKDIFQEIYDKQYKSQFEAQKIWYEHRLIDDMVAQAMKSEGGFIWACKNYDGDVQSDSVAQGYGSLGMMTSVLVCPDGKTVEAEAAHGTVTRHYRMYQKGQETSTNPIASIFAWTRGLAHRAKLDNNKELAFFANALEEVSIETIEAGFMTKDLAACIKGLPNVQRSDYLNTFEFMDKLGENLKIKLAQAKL
#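 IDH1-R132H (0.5 ug/mL) preincubated 30 min with compound, then NADPH (0.016 mM) and alpha-KG (2 mM) added; 80 min at RT, pH 7.5. Remaining NADPH coupled via diaphorase/resazurin to fluorescence (540/590 nm); concentration-response curves normalized to no-enzyme control.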
# TrxR1 inh: blocks rat thioredoxin reductase 1 | 1% of 390,000 active | Potency, µM (titrated, usually from 114 µM), for the others: at the highest dose activity change, negative = inhibition, hits mostly inhibitors | recombinant rTrxR1, NADPH fluorescence consumption, selenite substrate; further: potency means the concentration at half of the fitted maximal effect; on the % scale 0 is the no-effect control and ±100 the full control effect; nearly all actives have a fitted effect of over 65% in size
#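 Rat TrxR1 (90 nM in the dispensed reagent) was pre-reduced with 400 uM NADPH for 5 min at room temperature, then incubated with compound for 15 min. After 400 uM selenite was added, NADPH fluorescence (Ex 340/Em 450 nm) was followed for 8 min.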
# TrxR1 substrate: substrates of rat thioredoxin reductase 1 | Potency, µM (doses to about 114 µM), without a hit: top-dose activity change, negative = substrate turnover | purified TrxR1 substrate turnover, NADPH consumption readout | 0.01% of 390,000 active; further: potency means the concentration at half of the fitted maximal effect; on the % scale 0 is the no-effect control and ±100 the full control effect; nearly all actives have a fitted effect of over 50% in size
#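 Rat TrxR1, dispensed at 90 nM, was prereduced with 400 uM NADPH (final) for 5 min at ~22 deg C, then incubated with compound 15 min before 400 uM selenite. A first-read NADPH fluorescence drop versus no-compound background flagged substrates.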
# TRHR ag: TRH receptor (human) agonism | TRHR cells, calcium flux fluo-8, FDSS agonist mode | P34981 | activation, % at 2 µM | AID 493084 | 0.18% of 360,000 active; in the data active means activation above about 30%; further: 0% is about no effect
#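 In this calcium-flux screen, cells bearing human TRHR are dye-loaded with fluo-8, baselined for 10 cycles, then exposed to library compounds; positive kinetic calcium responses during the agonist phase mark hits, with TRH as control.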
# * hit, by the source's call; ? = inconclusive; nt = not tested or not shown; & = joins results of further samples; [ ] = dose if it differs, or a comment. Unless noted, the call rests on the fitted dose curve; in most records, active means well fitted inhibition curve with a large enough effect; inconclusive means small, poorly fitted or top-dose-only effect; inactive means no such curve, though single readings can be large or run the other way. Not all compounds are listed; count on the stated rates, not on these rows.
# The line under a structure holds: USP1 inh	TrxR1 substrate	Pin1 inhibitor	TRHR ag	TRHR PAM	D2 antagonist	D2 ag	TrxR1 inh	IDH1 R132H inh
(1) CCCCN=C1CC(C)(C)CC(=O)/C1=C(/O)CCCN1C(=O)c2ccccc2C1=O
    -14.4%	2.8%[57.1 µM]	2.4%	-1.2	9.5	3.3	1.2	16.2%[57.1 µM]	-0.1%
(2) Cc1ccc(S(=O)(=O)NCc2n[nH]c(=S)n2C)cc1
    0.5%	4.3%[57.1 µM]	-5.9%	0.8	-3.6	-13.2	0.3	-7.0%[57.1 µM]	12.5%
(3) CC(CN(C)C)CN1c2ccccc2CCc2ccccc21 (configuration not stated)
    -16.2%	10.7%[57.1 µM]	-6.0%	2.8	-5.7	73.5*	4.1	14.5%[57.1 µM]	6.0%
(4) COc1cc(C(=O)Nc2cc(Cl)ccc2-n2cncn2)ccc1OC(F)F
    -7.6%	4.7%[57.1 µM]	-2.2%	0.5	-4.3	9.5	0.4	8.7%[57.1 µM]	-9.6%
(5) CC(C)CSC1=NSC2=NC(=O)/C(=C\c3cccs3)C(=N)N12
    -11.4%	2.0%[57.1 µM]	9.7%	0.5	-2.8	-0.6	0.8	-3.6%[57.1 µM]	1.0%
(6) COc1ccc(NC(=O)c2cccc(N3C(=O)C4C5C=CC(C6CC56)C4C3=O)c2)cc1 (configuration not stated)
    -5.6%	-15.9%	1.4%	-0.2	-2.8	-9.1	0.1	-9.8%	10.3%
(7) O=C(Nc1ccc(Cl)cc1)NN1CC(=O)N(c2cccc(C(F)(F)F)c2)CC1=O
    -19.8%	8.3%	-3.2%	2.7	-3.1	2.1	0.3	29.8%	-5.6%
(8) Cc1[nH]c2ccc(C(=O)OC(C)C(=O)NC3(C#N)CCCCC3)cc2c1C (configuration not stated)
    -21.6%	-2.6%[57.1 µM]	-0.5%	-0.1	2.5	-3.4	0.2	-0.9%[57.1 µM]	-0.5%
(9) O=c1c(/C=N/OCc2ccc(Cl)cc2Cl)c[nH]n1-c1cccc(Cl)n1
    -17.9%	-0.2%	-0.4%	-0.9	4.9	4.1	0.1	8.9%	0.0%
(10) CCOc1ccc(CNC(=O)c2cnc(SC)nc2C)cc1
    -13.6%	-1.1%	10.6%	0.5	-1.6	nt	0.1	15.5%	1.1%
(11) Cc1sc(NC(=O)Cn2c(=O)oc3ccccc32)nc1-c1ccc(Cl)cc1
    -6.8%	-16.1%	11.1%	0.3	7.2	nt	nt	-10.7%	-9.1%
(12) CCOC(=O)c1ccc(NC(=O)CN2C(=O)CSCC2=O)cc1
    -3.7%	0.0%	-0.7%	1.2	-21.0	13.2	-0.6	15.3%	-12.6%
(13) O=C(Nc1cccc(S(=O)(=O)N2CCOCC2)c1)c1cc(S(=O)(=O)N2CCOCC2)c(Cl)cc1Cl
    -16.6%	1.7%	1.4%	nt	nt	nt	nt	13.7%	8.8%
(14) COc1ccc(C2=NS(=O)(=O)N(C)C(C(=O)N3CCc4ccccc4C3)=C2)cc1OC
    -23.5%	9.7%[57.1 µM]	19.8%	-0.4	4.5	-9.2	5.2	19.8%[57.1 µM]	-5.9%
(15) COc1cc(SC)ccc1C(=O)N1CCN(c2ccccc2)CC1
    -5.6%	4.7%[57.1 µM]	3.5%	0.1	-2.5	-4.6	-0.5	-0.6%[57.1 µM]	-3.3%
(16) CCc1ccc(S(=O)(=O)c2cn(CC(=O)Nc3cccc(C)c3)c3ccc(Cl)cc3c2=O)cc1
    -25.3%	-2.5%	2.5%	1.4	8.0	nt	0.5	7.9%	-3.4%
(17) CC1CCCCC1Nc1ncnc2sccc12 (configuration not stated)
    -23.8%	2.0%	0.5%	-0.1	13.4	36.4*	-0.1	12.0%	1.3%
(18) O=C(CCNC(=O)c1ccccc1Cl)Nc1ccc(S(=O)(=O)Nc2nccs2)cc1
    0.9%	-4.0%[57.1 µM]	-7.2%	nt	nt	nt	nt	10.3%[11.4 µM]	1.3%
(19) COc1ccc(/C=C\c2onc(C)c2S(=O)(=O)N2CCC(C(=O)Nc3cccc(C)c3C)CC2)cc1
    -22.1%	4.4%	19.5%	1.2	-0.2	nt	0.2	17.8%	-1.0%
(20) CC(C)Oc1ccc(CNC(=O)Cn2c(-c3cccs3)cc3ccccc32)cc1
    -19.5%	40.8%[activator]	8.3%	-0.4	5.0	nt	-0.5	49.0%[activator]	-2.4%
(21) O=C(c1cccc([N+](=O)[O-])c1)c1ccc2c(c1)C(=O)N(c1c[nH]c(=O)[nH]c1=O)C2=O
    nt	nt	nt	0.9	1.1	6.8	0.8	nt	nt
(22) O=C(c1cccs1)N1CCC(C(=O)N2CCN(Cc3ccc4c(c3)OCO4)CC2)CC1
    1.1%	1.3%[57.1 µM]	9.3%	0.1	-22.7	52.1*	67.5*	9.5%[57.1 µM]	1.0%
(23) CCC(C)c1ccccc1OCC(=O)NN1C(=O)c2ccccc2C1=O (configuration not stated)
    -2.6%	-2.6%	-1.5%	-0.7	-5.0	-2.9	0.5	10.7%	12.3%
(24) Cc1ccc(S(=O)(=O)c2c(C)nn(C(C)(C)C)c2OC(=O)C(C)(C)C)cc1
    -22.7%	-3.9%[57.1 µM]	-1.3%	2.6	20.3	-7.6	4.7	0.4%[57.1 µM]	5.8%
(25) COc1cc(/C=C/C(=O)OCC(=O)NC(=O)NCc2ccco2)ccc1OC(F)F
    -7.4%	8.5%	15.5%	nt	nt	nt	nt	16.3%	0.1%
(26) c1ccc(-c2ncc(-c3ccn[nH]3)s2)cc1
    -11.4%	55.2%[activator][57.1 µM]	17.8%	0.7	-0.7	-0.6	0.9	11.7%[57.1 µM]	8.3%
(27) O=C(CN1CCN(S(=O)(=O)c2ccc(Br)cc2)CC1)Nc1ccc(F)cc1F
    -4.7%	-7.2%	-8.4%	0.2	-5.8	5.9	-0.6	4.9%[57.1 µM]	0.1%
(28) CN1CCN(S(=O)(=O)c2cc([N+](=O)[O-])ccc2Cl)CC1
    -10.2%	7.4%[57.1 µM]	-7.2%	1.7	-3.5	3.3	0.4	-54.6%	0.9%
(29) NC(=O)C1(Nc2ccc(-c3ccc(Br)cc3)cc2)CCCC1
    1.5%	-6.0%	-1.5%	nt	nt	nt	nt	-0.5%	-8.8%
(30) CCCCc1cc(C)c(S(=O)(=O)c2ccccc2C)c(=O)[nH]1
    -17.8%	-9.0%	5.2%	0.2	0.3	-3.4	-0.8	-5.8%	-7.5%
(31) CC(=O)C1=C(O)C(=O)N(c2cc(C(C)(C)C)on2)C1c1ccc(Br)cc1 (configuration not stated)
    -8.5%	-4.7%	-3.9%	-0.3	9.7	-3.6	0.0	-18.4%	2.4%
(32) Cc1ccc(C(=O)NNC(=O)C(C)Oc2ccccc2F)cc1S(=O)(=O)N1CCOCC1 (configuration not stated)
    1.4%	-14.7%	0.0%	-0.5	0.3	2.3	-0.2	-18.6%	1.6%
(33) Cc1cc(C)cc(NC(=O)/C(C#N)=C/c2cn(CC(=O)NCc3ccco3)c3ccccc23)c1
    -0.8%	35.1%[activator]	?	1.4	-1.4	8.5	0.7	12.1%	0.4%
(34) COc1ccc(-n2c(SCc3cn4c(C)cccc4n3)nc3ccccc3c2=O)cc1OC
    -21.7%	-7.7%	15.7%	0.1	8.2	6.5	-0.1	-2.2%	5.4%
(35) COc1cc(C)ccc1OCCOc1cc(C)ccc1Cl
    -24.7%	6.4%[57.1 µM]	2.1%	4.1	-18.1	-21.4	1.8	12.8%[57.1 µM]	6.4%
(36) CCOc1ccccc1NC(=O)Cn1c(=O)n(-c2ccc(F)cc2)c(=O)c2sc3ccccc3c21
    -21.2%	-0.1%	4.6%	0.4	2.2	nt	0.5	19.0%	-9.4%
(37) CC12CCC(=O)N1C(C(=O)NCCN1C(=O)S/C(=C\c3ccc(F)cc3)C1=O)CS2 (configuration not stated)
    -24.1%	-10.3%	1.0%	0.2	13.3	-3.1	0.8	-13.4%	2.4%
(38) Cc1ccccc1OCCC(=O)NNC(=O)COc1cccc(F)c1
    -1.8%	-2.4%	1.4%	nt	nt	nt	nt	7.6%	-0.6%
(39) COc1ccc(Nc2c(-c3ccco3)nc3cccc(C)n23)cc1
    -25.3%&-15.2%	19.0%&14.4%	-8.9%&-1.1%	-0.5&-1.2	2.3&-5.7	9.7	1.4	12.1%&-11.5%	-0.3%&-11.3%
(40) O=C1CCN(S(=O)(=O)c2ccc(Cl)cc2)CC1
    -9.0%	3.6%	-6.4%	-1.1	-4.8	-14.6	0.1	6.9%	9.7%
(41) Cc1ccc(OCC(=O)NC2CCCCCC2)cc1C
    -23.1%	1.9%	-2.7%	-0.2	6.9	-4.1	-1.7	20.0%	1.3%
(42) COc1cc2c(cc1OC)C(COc1ccc(F)cc1)N(C(=O)C(C)C)CC2 (configuration not stated)
    -5.9%	-8.4%[57.1 µM]	0.7%	0.4	-1.3	nt	0.2	-9.0%[57.1 µM]	5.5%
(43) Cc1nc2ncnn2c(C)c1Cc1ccc(Cl)cc1
    -19.6%	-5.0%	0.3%	1.3	-3.2	-1.0	0.9	-5.6%	6.0%
(44) C(=NOCCc1ccccc1)c1ccncc1
    -1.4%	9.5%[57.1 µM]	-2.7%	nt	nt	nt	nt	18.5%	15.7%
(45) COc1ccc(C(=O)NNc2ccccc2)cc1OC
    -5.0%	-9.6%	-2.7%	0.6	2.2	2.5	1.3	-12.8%	-3.2%
(46) Oc1ccccc1C=NCCN1CCN(CCN=Cc2ccccc2O)C1c1ccccc1O (configuration not stated)
    ?	6.7%[57.1 µM]	3.6%	nt	nt	nt	nt	4.8%[2.29 µM]	4.3%
(47) COc1ccc(C#Cc2c(-c3ccccc3)n(C)c3ccccc23)cc1
    -26.5%	22.5%[57.1 µM]	?	nt	nt	nt	nt	?	0.0%
(48) CC(C)C(=O)Nc1ccc(NC(=O)c2cc3ccccc3o2)cc1
    -7.8%	13.5%	-0.1%	0.4	6.2	5.8	0.0	24.3%	1.2%
(49) C/C=C/c1ccc(OCCOc2cccc3cccnc23)c(OC)c1
    -13.2%	-0.2%	-0.2%	-1.1	1.2	10.0	0.2	6.2%	-0.6%
